# Screening results deposited in PubChem BioAssay by Sanford-Burnham Center for Chemical Genomics.
# H9c2 TAG inh = inhibitors of triacylglycerol accumulation. H9c2 cells, Nile Red lipid (TAG) fluorescence; cells loaded with 200 µM oleic acid. inhibition, % at 12.5 µM. actives 0.66% (n = 230,000);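 active means pattern-corrected inhibition of lipid staining of at least 50% with the nuclear-stain viability signal not falling by more than 50%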;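 further: 0% = DMSO wells and 100% = triacsin C control wells; some results filed as inactive read as strong as hits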
# H9c2 TAG inh DAPI viability = also measured in H9c2 TAG inh; calls as there; DAPI nuclei signal change (viability), lower = more cytotoxic, %;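 whole-well DAPI fluorescence read on a plate reader as a viability signal; minus 50 percent equals half of cells still viable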
# Starred values were filed as active, the others as inactive. An excerpt; count on the stated rates, not on these rows.
# Start of the listing, in advance (2 entries):
item	smiles	H9c2 TAG inh	H9c2 TAG inh DAPI viability
1	COc1ccc(CCNC(=O)Cn2c(=O)n(-c3ccc(F)cc3F)c(=O)c3sccc32)cc1OC	-0.9	2.8
2	CC(=O)c1ccc(OCCCC(=O)NCc2nnc3ccccn23)cc1	8.6	-4.6

# This part in full, previewed entries included:
item	smiles	H9c2 TAG inh	H9c2 TAG inh DAPI viability
1	COc1ccc(CCNC(=O)Cn2c(=O)n(-c3ccc(F)cc3F)c(=O)c3sccc32)cc1OC	-0.9	2.8
2	CC(=O)c1ccc(OCCCC(=O)NCc2nnc3ccccn23)cc1	8.6	-4.6
3	C=CCSCC1Nc2cc(Cl)c(S(N)(=O)=O)cc2S(=O)(=O)N1 (stereo not given)	0.0	5.0
4	CCCOc1ccc(C(=O)N(CC(C)C)c2c(N)n(Cc3ccccc3)c(=O)[nH]c2=O)cc1	3.9	-0.8
5	O=C(NCCN1CCCCC1)c1c(O)c2ccccc2[nH]c1=O	14.5	-5.8
6	COc1ccc(CNS(=O)(=O)NCc2ccccc2)cc1	-8.0	-10.0
7	Cc1ccc(-n2nnnc2SCc2ccccn2)cc1C	3.1	3.2
8	COc1ccc(C(CNC(=O)CCNC(=O)c2ccccc2Cl)N2CCCC2)cc1 (stereo not given)	12.0	-3.3
9	CCCOc1ccc(C(=O)Nc2ccc(S(=O)(=O)Nc3cc(C)nc(C)n3)cc2)cc1	-0.1	0.0
10	CCC(=O)c1ccc(OCC(=O)NC2CCN(Cc3ccccc3)CC2)cc1	-24.5	14.0
11	CCN(Cc1ccccc1)N=Nc1ccccc1	-5.3	-2.6
12	Oc1ccc(-c2nc3ncccn3c2Nc2ccc3c(c2)OCO3)cc1	-17.2	0.7
13	CN(CC(=O)N1CCOCC1)C(=O)CSc1nc2ccccc2s1	7.9	-13.7
14	Cc1ccc(CSC2=Nc3ccccc3C3=NC(CC(=O)NCc4ccco4)C(=O)N23)cc1 (stereo not given)	-34.0	17.5
15	Cc1ccc(C(=O)NC(C)CCc2ccccc2)cc1S(=O)(=O)N1CCOCC1 (stereo not given)	-12.1	-12.9
16	CC1Cc2ccccc2N1S(=O)(=O)c1cccc(C(=O)Nc2cccnc2)c1 (stereo not given)	-5.2	16.7
17	COc1ccc(CN2CCN(C(=O)C3CCN(S(=O)(=O)c4cccs4)CC3)CC2)c(OC)c1OC	-8.4	4.5
18	O=C(NCC(=O)N(CC1CCCO1)C1(C(=O)NC2CCCC2)CCCCC1)c1ccccc1 (stereo not given)	-9.6	-1.8
19	Cc1ccc(Nc2nc(N)nc(CSCCO)n2)cc1	1.8	9.1
20	Cc1cccc(-c2noc(CCC(=O)Nc3ccc(C(N)=O)cc3)n2)c1	0.4	3.9
21	O=C(O)c1cc(C2CC2)nc2ccccc12	0.1	5.8
22	CC(C)CCN1C(=O)c2ccc(C(=O)NCC3CCCO3)cc2C1=O (stereo not given)	-0.1	61.5
23	O=S(=O)(NCc1cc(-c2ccccc2)no1)c1ccccc1	20.4	-5.1
24	Cc1cc(O)c2c(c1)C(=O)c1cc(O)cc(O)c1C2=O	0.8	1.1
25	COCC(=O)Nc1cccc(Br)c1	-6.2	-6.7
26	C=C1CCN([C@@H](C)C(=O)OCc2cccc(C)c2)S(=O)(=O)c2ccccc21	-17.7	-5.0
27	COCCn1c(SCC(=O)NC(=O)NC2CCCCC2)nc2ccccc2c1=O	15.6	3.5
28	CCc1nnc(N2CCN(c3ncnc4c3oc3ccccc34)CC2)s1	-16.2	8.6
29	CCc1cc(C(c2ccc(F)cc2)N2CCOCC2)c(NC(=O)c2ccccc2)s1 (stereo not given)	8.0	-3.6
30	C=CCn1c(=O)c2ccccc2n2c(SCC(=O)N3CCCc4ccccc43)nnc12	-4.6	9.2
31	O=C1C=C(N2CCCCC2)c2ccccc2C1=O	125.3	-77.2
32	CC(=O)Nc1ccc2c(c1)C(=O)N(C1CCCCC1)C2=O	20.5	-6.6
33	c1ccn2c(SCc3cn4ccsc4n3)nnc2c1	-8.5	3.6
34	CCn1c(=O)c(C(=O)NCCc2ccccc2)c(O)c2ccccc21	-0.7	2.1
35	O=C(NCCc1ccccc1)C1CCN(S(=O)(=O)c2ccc(-c3nn[nH]n3)cc2)CC1	-2.3	2.6
36	CCOCCn1c(CN2CCCCC2)nc2c1c(=O)n(C)c(=O)n2C	-4.8	-6.7
37	Cc1cccc(CN2CCN(CC(=O)N3CCCC3)C2=O)c1	1.0	-4.8
38	CCCCn1c(=NC(=O)c2cccnc2)c(C(=O)OCC)cc2c(=O)n3ccccc3nc21	31.3	-1.2
39	N#Cc1c(SCC(=O)O)nc(N2CCCCC2)c2c1CCCC2	19.4	-10.9
40	COc1cccc(-n2cn[nH]c2=S)c1	-14.0	1.4
41	O=C(NC1(C(F)(F)F)NC(=O)N(C2CCCC2)C1=O)C1CC1 (stereo not given)	19.3	-12.0
42	COCCCNC(=S)N1CCCN(c2nc3cc(C)ccc3cc2C#N)CC1	9.4	10.5
43	COc1ccc(S(=O)(=O)N=C2C=C(C)C(=O)C(C)=C2)cc1	-0.4	8.7
44	CCCCOC(=O)CSc1nc(N)c(C#N)c(-c2ccc(OCC)cc2)c1C#N	-4.0	-8.0
45	O=C(O)c1cccc(S(=O)(=O)NCC2COc3ccccc3O2)c1 (stereo not given)	-7.3	4.3
46	Cc1ccc(CN2CCN(Cc3cnc(N4CCOCC4)s3)CC2CCO)o1 (stereo not given)	15.4	-16.6
47	CC1=C(C(=O)OCC2CCCO2)C(c2coc3ccccc3c2=O)C2=C(CCCC2=O)N1 (stereo not given)	-0.8	63.9
48	CSCCC(NS(=O)(=O)c1ccc2c(c1)oc(=O)n2C)C(=O)NCc1ccccc1 (stereo not given)	-6.4	2.3
49	COc1ccccc1N1CCN(C(=O)COc2cc(C)cc(C)c2)CC1	13.9	-14.2
50	CCCCN(C(=O)CCCSc1nc2ccccc2[nH]1)c1c(N)n(Cc2ccccc2)c(=O)[nH]c1=O	10.6	1.8
51	Cc1[nH]nc2nc(SCC(=O)NCC3CCCO3)n(-c3ccc(Br)cc3)c(=N)c12 (stereo not given)	20.9	-15.4
52	C[C@@H]1CN([C@H](C)CO)S(=O)(=O)c2ccc(Br)cc2O[C@H]1CN(C)S(C)(=O)=O	-9.6	7.7
53	CCc1noc(C)c1C(=O)NCCc1ccc(Cl)cc1	8.1	5.3
54	NNC(=O)CCc1ccc(S(=O)(=O)N2CCOCC2)cc1	4.2	19.9
55	c1ccc(OCCOc2ncnc3sccc23)cc1	-3.7	4.5
56	O=S(=O)(NCc1cc(-c2ccccc2)no1)c1ccc(Cl)cc1	-18.6	2.2
57	Cc1c(C(=O)Nc2ccc(Cl)cc2)c2ccccn2c1C(=O)c1ccc([N+](=O)[O-])cc1	11.4	-1.9
58	CN1C[C@@H]2C(c3ccc(C(F)(F)F)cc3)C3(c4cccnc4)CC2(C3)[C@H]1c1ccccc1 (stereo not given in full)	-52.6	19.7
59	Clc1cc(Cl)c(OCc2nc(-c3ccccn3)no2)cc1Cl	9.2	-7.6
60	CNC(=O)c1[nH]cnc1C(=O)N[C@@H](C)C(=O)OCc1ccccc1	19.4	-6.0

# New compounds follow
item	smiles	H9c2 TAG inh	H9c2 TAG inh DAPI viability
61	COc1ccc(NC(=O)c2ccc(COc3ccccc3Br)o2)c(OC)c1	-10.1	-3.1
62	COc1ccc(Cc2nc3ccc(C(=O)NC(C)Cc4ncccc4C)cc3o2)cc1OC (stereo not given)	-5.7	-4.8
63	CCOC(=O)C(CC)/C(C)=N\NC(=O)c1cccc(C)c1 (stereo not given)	5.3	1.0
64	CCOC(=O)c1[nH]c2ccc(OC)cc2c1NC(=S)N1CCN(c2ccccn2)CC1	-8.8	2.1
65	Cc1ccc2cc(CN(CCCN(C)C)C(=S)NCc3ccccc3)c(=O)[nH]c2c1C	37.6	-4.2
66	Cc1ccc2ccccc2[n+]1CCCS(=O)(=O)[O-]	14.2	-15.6
67	COc1ccccc1OCc1nc(C#N)c(N2CCCC2)o1	-5.7	1.1
68	CC(C)CNC(=O)NC1C(NC(=O)NCC(C)C)N(C)C(=O)N1C (stereo not given)	-24.2	4.1
69	COc1ccc(COc2cc(-c3cccc(OC)c3)nc3ccc(NC(C)=O)cc23)cc1	-8.0	61.8
70	CCC(=O)N1CCN(c2cc3c(cc2F)c(=O)c(C(=O)O)cn3CC)CC1	7.4	-0.4
71	CC(C)n1nnnc1SCC(=O)c1c(N)n(C2CC2)c(=O)[nH]c1=O	-12.1	-3.1
72	O=C(Oc1cccc(-n2cnnn2)c1)c1ccccc1Cl	-5.6	1.6
73	O=C(NCCc1ccccc1)c1cccc(NC(=O)C2CCC2)c1	0.8	0.4
74	O=C(CCNC(=O)c1ccccc1)Nc1ccc(S(=O)(=O)Nc2ncccn2)cc1	-9.7	-0.2
75	O=C(O)CC12CC3CC(C1)CC(n1cncn1)(C3)C2	1.7	-4.6
76	COCCCN(C(=O)c1ccco1)c1nc(-c2cc(OC)ccc2OC)cs1	26.4	-0.2
77	CC(C)(C)C1CCC(OC(=O)c2cncc(Br)c2)CC1 (stereo not given)	10.0	-11.8
78	CCOCCc1c(O)nc(SCCOc2ccc(C)c(C)c2)[nH]c1=O	-3.7	1.0
79	Cc1ccc(-n2cc(CNCCc3cscn3)c(-c3ccc(F)cc3)n2)cc1	17.0	32.8
80	COCC(=O)OCC(=O)Nc1ccc(Cl)cc1[N+](=O)[O-]	10.4	-3.9
81	O=C(OC(c1ccccc1)c1nccc2ccccc12)c1ccccc1 (stereo not given)	-58.4	1.9
82	CN1C(=O)C2(Nc3ccccc3-c3nc4ccccc4n32)c2ccccc21 (stereo not given)	13.9	-0.5
83	c1ccc(CN(Cc2ccccc2)c2c3c(nc4ncnn24)CCC3)cc1	-4.1	5.0
84	CN(C)C(=O)CNc1ccn2nc(-c3cccc(Cl)c3)cc2n1	9.9	4.3
85	O=C(CCN1CCN(Cc2ccccc2)CC1)Nc1cccc(Cl)c1	-13.0	6.1
86	COc1ccc(/C=N/NC(=O)Cn2nc([N+](=O)[O-])cc2C)c(OC)c1OC	1.1	5.9
87	CC(C)NC(=O)NC(=O)COC(=O)c1cc[n+]([O-])cc1	-4.3	-6.8
88	CCc1nccn1S(=O)(=O)c1ccc2ccc(C)cc2c1	7.5	-12.4
89	O=c1c2ccccc2nc2ccc(N3CCOCC3)nn12	-3.9	-4.0
90	O=C(COc1cccc(C(F)(F)F)c1)Nc1ccc(S(=O)(=O)N2CCCCC2)cc1	-22.1	-12.6

# Some of the entries above in a different format.
71	CC(C)n1nnnc1SCC(=O)c1c(N)n(C2CC2)c(=O)[nH]c1=O
  H9c2 TAG inh: -12.1 | H9c2 TAG inh DAPI viability: -3.1
72	O=C(Oc1cccc(-n2cnnn2)c1)c1ccccc1Cl
  H9c2 TAG inh: -5.6 | H9c2 TAG inh DAPI viability: 1.6
73	O=C(NCCc1ccccc1)c1cccc(NC(=O)C2CCC2)c1
  H9c2 TAG inh: 0.8 | H9c2 TAG inh DAPI viability: 0.4
74	O=C(CCNC(=O)c1ccccc1)Nc1ccc(S(=O)(=O)Nc2ncccn2)cc1
  H9c2 TAG inh: -9.7 | H9c2 TAG inh DAPI viability: -0.2

# Other records
item	smiles	H9c2 TAG inh	H9c2 TAG inh DAPI viability
91	Cc1ccc(/C=C/C(=O)NC2CCS(=O)(=O)C2)cc1 (stereo not given)	14.1	-2.1
92	CN(C)/C=C/C(=O)c1ccc(C(F)(F)F)cc1F	-2.2	-1.7
93	O=C(CCc1ccccc1)Nc1c(F)c(F)c(F)c(F)c1F	-18.0	7.7
94	CCNC(=O)[C@H]1O[C@@H](n2cnc3c(N)nc(NCCc4ccc(CCC(=O)O)cc4)nc32)[C@H](O)[C@@H]1O	-17.5	12.8
95	CCN(Cc1ccncc1)C(=O)CCc1nnc(CCC2CCCCC2)o1	7.0	-11.8
96	CC(Sc1ccccc1)C(=O)NN=C1CCCCCCC1 (stereo not given)	7.2	-4.8
97	CNC(=O)CN(c1cccc(Br)c1)S(C)(=O)=O	-4.3	-6.9
98	O=C(O)Cc1ccc(NCc2ccccc2Cl)cc1	7.7	-8.7
99	O=C(CSc1n[nH]c(-c2ccccn2)n1)Nc1cccc(Cl)c1	11.9	-9.9
100	COc1cccc(/C=C2\SC(=S)N(CCCC(=O)N3CCCC3)C2=O)c1	19.2	-16.0
101	CC(=O)c1ccc(NC(=O)CN2C(=O)NC(C)(c3ccc4c(c3)OCCO4)C2=O)cc1 (stereo not given)	-2.6	0.6
102	COCCN(Cc1ccccc1)C(=S)Nc1ccc(Cl)cc1	-40.4	-3.2
103	Cc1cc(C)n(CCCNC(=O)CN(C)S(=O)(=O)c2ccc(Cl)cc2)n1	6.7	-0.2
104	COCCCn1c(SCC(=O)N2CCCC2=O)nc2ccccc2c1=O	-12.3	-4.5
105	CN(C)/C=N/n1cnc2ccccc2c1=O	2.7	-1.5
106	CCn1c2ccccc2c2cc(NC(=O)COC(=O)c3ccc(NC(=O)CC#N)cc3)ccc21	10.3	1.4
107	CC1=C(C)CC2C(=O)N(c3cccc4ccccc34)C(=O)C2C1 (stereo not given)	-12.9	4.1
108	CC(=O)Nc1ccc(S(=O)(=O)NCCC(=O)OCC(=O)c2cccc(Br)c2)cc1	5.9	-2.4
109	Cc1cccc(NC(=O)NCc2ccccn2)c1	-1.0	-8.4
110	Cc1cc(C)cc(N(CC(=O)NCc2ccc3c(c2)OCO3)C(=O)CCC(=O)Nc2ccccn2)c1	-5.0	-2.7
111	O=C(N/N=C/c1ccccc1OCc1ccccc1Cl)c1cccnc1	3.9	-5.8
112	COC(=O)c1ccsc1NS(=O)(=O)c1ccccc1	-8.5	2.4
113	Cc1c(C2=CCN(S(=O)(=O)c3ccc(Br)cc3)CC2)c2ccccc2n1C	-3.6	20.3
114	Cc1ccc(SC(C)C(=O)NCc2cccnc2)cc1 (stereo not given)	-3.8	0.9
115	O=C(Nc1cc(S(=O)(=O)N2CCOCC2)ccc1OCC(F)(F)F)C1CCCC1	-0.8	5.2
116	CN1CCN(S(=O)(=O)c2cccc(C(=O)Oc3ccc(Br)cc3F)c2)CC1	7.8	-1.3
